Screens (PubChem BioAssay)
ATXN viability: Viability Counterscreen for Primary qHTS for Inhibitors of ATXN expression. S2 cells (HEK-293 line with an ATXN2-luciferase reporter) viability, CellTiter-Fluor protease fluorescence, 24 h. Potency, µM (series often up to 56.7 µM), actives largely listed as cytotoxic. hit rate 0.49% among 400,000. AID 651635, 2014; note: potency is the fitted concentration of half-maximal effect; nearly all actives have a fitted effect of over 40% in size
HepG2 viability: qHTS for Inhibitors of TGF-b: Cytotox Counterscreen; HepG2 CAGA-GFP viability, ATP luminescence, 18 h; Potency, µM (doses to about 46.1 µM), for the others: top-dose activity change, negative = cytotoxicity, most hits filed as cytotoxic; hit rate 0.76% among 410,000; AID 588856, 2011; note: potency is the fitted concentration of half-maximal effect; some results filed as inactive show a strong effect at the top dose
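CellTiter-Glo luminescence gave cytotoxicity after 18 hours at 37 degrees C. The cells were HepG2 CAGA-GFP in 1% FBS DMEM, stimulated with 500 pg/mL TGF-beta after compound addition. %Activity was normalised to no-cell wells (complete cell-killing) and DMSO (no toxicity), and curves were fitted and classified.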
Nrf2 ARE act: qHTS of Nrf2 Activators | AREc32 ARE-luciferase reporter (MCF7-derived line), luminescence, 24 h | hit rate 0.31% among 410,000 | Potency, µM (highest dose often 46.1 µM), for the others: top-dose activation, usual class: activators; note: potency is the fitted concentration of half-maximal effect; % of control where 0% means no effect; nearly all actives have a fitted effect of over 65% in size
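Each well held 1000 AREc32 cells, which were incubated with compound for 24 hr at 37 deg C after overnight attachment, and ARE reporter activity was quantified by firefly luciferase luminescence.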
IL-2 act: qHTS of IL-2 Activators; IL-2 activation reporter assay, cell-based qHTS; stimulated with anti-CD3/CD4/CD28 beads; in transgenic mouse T cells; activation, % (series mostly up to about 46 µM); hit rate 0.065% among 360,000; in the data active = activation above about 50%; inconclusive = mostly about 30% to 49%; note: 0% is about no effect
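Unstimulated transgenic mouse T cells preincubated 60 min with compound, then stimulated with anti-CD3/anti-CD4-coated beads plus anti-CD28 for 18 h at 37 degrees C. IL-2 response read as EGFP and DsRed fluorescence by plate cytometry.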
TGFb inhibitor: qHTS for Inhibitors of TGF-b | HepG2 CAGA-GFP TGF-b/SMAD3 reporter, GFP fluorescence, 18 h; TGF-beta stimulated, 500 pg/mL final | Potency, µM (doses to about 46.1 µM), for inactives: top-dose activity, negative = inhibition, actives largely listed as inhibitors | hit rate 1.2% among 410,000; note: potency is the fitted concentration of half-maximal effect; % is set by controls: 0 for no effect and ±100 for the full control effect; nearly all actives have a fitted effect of over 65% in size
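First, reporter cells (HEPG2 CAGA-GFP) rested 2 h at 37 degrees C. Next, compounds were pinned in and TGF-beta added to 500 pg/mL final. After 18 h, GFP was imaged per cell and summed per well.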
EPAC2 ag: qHTS for Agonist of cAMP-regulated guanine nucleotide exchange factor 4 (EPAC2): primary screen. Rap guanine nucleotide exchange factor 4 (Homo sapiens), Q8WZA2. EPAC2 activation, biochemical qHTS; response scale: 100% = 6.5 mM cAMP response. Potency, µM (highest dose often 154 µM), inactives show at the top dose activation, usual class: activators. hit rate 0.079% among 360,000; note: potency is the fitted concentration of half-maximal effect; nearly all actives have a fitted effect of over 50% in size
Target sequence (Q8WZA2 whole entry, looked up): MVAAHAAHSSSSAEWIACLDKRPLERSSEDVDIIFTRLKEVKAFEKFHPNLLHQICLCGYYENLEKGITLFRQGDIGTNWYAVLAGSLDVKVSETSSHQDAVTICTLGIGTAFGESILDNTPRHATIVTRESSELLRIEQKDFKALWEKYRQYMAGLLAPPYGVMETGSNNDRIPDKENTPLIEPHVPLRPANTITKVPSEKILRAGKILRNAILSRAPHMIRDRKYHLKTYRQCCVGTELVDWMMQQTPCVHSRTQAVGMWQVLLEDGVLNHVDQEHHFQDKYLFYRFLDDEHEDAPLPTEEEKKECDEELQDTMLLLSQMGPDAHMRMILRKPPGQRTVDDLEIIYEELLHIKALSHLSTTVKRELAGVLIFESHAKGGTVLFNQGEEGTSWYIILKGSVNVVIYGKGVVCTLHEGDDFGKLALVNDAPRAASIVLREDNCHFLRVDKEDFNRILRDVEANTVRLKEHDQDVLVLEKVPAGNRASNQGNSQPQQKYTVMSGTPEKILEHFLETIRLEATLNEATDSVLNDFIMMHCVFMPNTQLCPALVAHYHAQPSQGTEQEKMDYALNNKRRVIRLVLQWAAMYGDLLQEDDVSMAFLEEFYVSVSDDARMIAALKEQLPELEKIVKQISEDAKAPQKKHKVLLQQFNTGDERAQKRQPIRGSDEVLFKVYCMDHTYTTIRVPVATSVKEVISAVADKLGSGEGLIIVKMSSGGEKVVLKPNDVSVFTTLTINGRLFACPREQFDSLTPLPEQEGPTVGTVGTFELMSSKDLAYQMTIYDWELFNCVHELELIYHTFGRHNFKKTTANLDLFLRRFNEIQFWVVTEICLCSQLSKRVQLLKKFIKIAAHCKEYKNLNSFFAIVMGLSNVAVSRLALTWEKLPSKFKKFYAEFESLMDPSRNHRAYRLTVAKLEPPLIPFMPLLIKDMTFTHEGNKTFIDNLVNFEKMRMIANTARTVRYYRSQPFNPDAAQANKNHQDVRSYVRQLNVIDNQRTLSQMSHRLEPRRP
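Each well held 100 nM EPAC2, 250 nM RAP1B-BODIPY-GDP and 50 uM GDP. Fluorescence, read at 5-min intervals to 30 min, was referenced to a 6.5 mM cAMP positive control.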
Nrf2 inh: Nrf2 qHTS screen for inhibitors. A549 ARE-Fluc reporter, luciferase luminescence, 18-24 h. Potency, µM (highest dose often 46 µM), for inactives: top-dose activity change, negative = inhibition, actives largely listed as inhibitors. hit rate 2.1% among 360,000. AID 504444, 2011; note: potency is the fitted concentration of half-maximal effect; % is set by controls: 0 for no effect and ±100 for the full control effect; nearly all actives have a fitted effect of over 60% in size
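Reporter: ARE-Fluc in A549. Exposure: 18-24 h, 37 °C, 5% CO2, 5% FBS OPTI-MEM. Readouts: fluorescent cytotoxicity (CellTiter-Fluor), then luminescent Nrf2 signal after BugLite.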
ATXN2 expr inh: Primary qHTS for Inhibitors of ATXN expression; HEK-293 ATXN2-luciferase reporter, luminescence, 24 h; Potency, µM (series often up to 57 µM), inactives show at the highest dose activity change, negative = inhibition, usual class: inhibitors; hit rate 0.72% among 360,000; AID 1745845, 2022; note: potency is the fitted concentration of half-maximal effect; % is set by controls: 0 for no effect and ±100 for the full control effect; nearly all actives have a fitted effect of over 55% in size
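qHTS (up to 57 uM final) was run with 24 h compound exposure of reporter cells at 37 °C. Each well was multiplexed: SteadyGlo luminescence measured ATXN2-luciferase expression after a fluorogenic Gly-Phe-AFC viability readout (25 uM final).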
A549 tox: Nrf2 qHTS screen for inhibitors: counterscreen for cytotoxicity; A549 ARE-Fluc cells, CellTiter-Fluor viability, 18-24 h; Potency, µM (titrated, usually from 46 µM), for inactives: at the top dose activity change, negative = cytotoxicity, most hits filed as inhibitors; hit rate 0.16% among 390,000; AID 504648, 2011; note: potency is the fitted concentration of half-maximal effect; % is set by controls: 0 for no effect and ±100 for the full control effect
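A549 ARE_Fluc cells in 5% FBS OPTI-MEM were exposed to compounds in concentration-response for 18-24 h at 37 deg C. Viability was read by CellTiter-Fluor fluorescence (Ex 405/Em 525) after 30 min, before the luciferase read.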
* = called active by the depositor; i = inactive; ? = inconclusive; · = no result given; [ ] = another dose, or the depositor's remark. Unless noted, calls come from the whole dose curve; as a rule, active = well fitted curve in the direction sought with a large enough effect; inconclusive = small, poorly fitted or top-dose-only effect, or another doubt; inactive = no such curve, though single readings can be large; an effect the other way counts as inactive or inconclusive.

canonical_smiles	ATXN2 expr inh	A549 tox	ATXN viability	HepG2 viability	TGFb inhibitor	Nrf2 ARE act	EPAC2 ag	Nrf2 inh	IL-2 act
COc1cccc(-c2nn(-c3ccccc3)cc2CNC(C)Cn2cncn2)c1 (stereo not given)	9%[11.3 µM]	3%	i	-10%	20%	0.2%	11%	-28%	1.7
COc1ccccc1-c1cnc(C(O)c2ccc(Cl)c(Cl)c2)[nH]1 (stereo not given)	-29%	·	i	-16%	?	-0.7%	14%	·	-0.8
O=C(CSc1nnc(-c2ccc(O)cc2)o1)Nc1ccccc1	34%[activator]	-18%	i	0%	5%	0.5%	5%	?	1.5
Cc1cccc(-c2nc3ccccc3c(=O)n2NC(=O)c2cccnc2Cl)c1	-8%	3%	i	-7%	-10%	-0.1%	12%	-17%	-1.2
CCOC(=O)C1CCN(c2ccc([N+](=O)[O-])cc2S(=O)(=O)N2CCOCC2)CC1	2%	-10%	i	2%	1%	0.2%	6%	-8%	-0.8
CC(=O)N1c2ccc(S(=O)(=O)NCC3CCC(C(=O)Nc4cccc(C)c4)CC3)cc2CC1C (stereo not given)	·	-2%	·	-14%	-13%	6.2%	·	?	·
S=c1[nH]nc(Cc2cccs2)n1-c1cccc2ccccc12	-2%	1%	i	-19%	?	0.4%	4%	7%	0.7
Cc1c(NC(=O)c2ccccc2)c(=O)n(-c2ccccc2)n1C	-3%	-3%	i	12%	7%	-0.3%	-2%[15.6 µM]	25%	-0.2
O=C(NCc1ccco1)c1ccc(CS(=O)(=O)Cc2ccc(Cl)cc2)o1	6%	-26%	i	-3%	-2%	0.6%	2%	-15%	-1.3
Cc1c(C(=O)NCc2cccc(Cl)c2)sc(=O)n1Cc1ccc(C(=O)N(C)C)cc1	-7%	·	i	2%	-10%	-0.4%	-4%	·	-0.1
Cc1nc(-c2cc(-c3ccc(Cl)cc3)no2)cs1	51%[activator]	-1%	i	15%	5%	-1.9%	-6%	?	-1.6
O=C(C1=C(O)C(=O)N(CCc2ccccc2)C1c1ccncc1)c1cc2ccccc2o1 (stereo not given)	1%	-7%	i	3%	13%	2.3%	10%	8%	2.7
CC(C)(C)C(=O)NC(NC(=S)Nc1ccc(S(N)(=O)=O)cc1)C(Cl)(Cl)Cl (stereo not given)	-1%	4%	i	-8%	-17%	-0.4%	2%	-12%	-2.1
Cc1cc([N+](=O)[O-])nn1Cc1ccc(F)cc1	3%	-3%	i	10%	0%	0.3%	-1%	?	4.1
CCC(C)(C)C1CCc2[nH]nc(C(=O)NCC3CC3)c2C1 (stereo not given)	-2%	-1%	i	-4%	?	-0.4%	-10%	-17%	-0.2
C[C@H](NC(=O)c1ccccc1Cl)C(=O)NCCc1ccc(S(N)(=O)=O)cc1	-8%	-1%	i	14%	9%	0.1%	9%	-8%	-2.2
O=S(=O)(NCc1ccc(C(F)(F)F)cc1)c1ccc(-n2cnnn2)cc1	·	-5%	i	-15%	-10%	0.2%	7%	5%	1.7
CN(C)C(=O)N1CCC(C(=O)NCc2cccs2)CC1	4%	1%	i	-6%	13%	0.4%	6%	5%	1.3
CC(C)COc1ccc(-c2nonc2NC(=O)c2ccc(F)cc2)cc1	·	-1%	·	13%	-3%	0.9%	·	0%	·
Cc1cc(C)nc(SCc2ccc(C(=O)N/N=C3\CCCC(=O)C3)cc2)n1	3%	2%	i	7%	6%	-0.4%	2%	-20%	-0.4
CCCN(Cc1cc2cc(C)ccc2[nH]c1=O)C(=O)c1cccc([N+](=O)[O-])c1	·	-11%	i	3%	-4%	1.0%	5%	?	0.3
Nc1nc2nccc(-c3cccnc3)n2n1	4%	7%	·	-4%	1%	7.2%	6%	?	-0.9
O=C(Cc1ccc2c(c1)CCCC2)Nc1ccc2ccccc2c1	36%	-8%	i	-9%	0%	5.2%	1%	?	0.9
Cn1cnnc1Sc1ccc(C(=O)NCCC(c2ccccc2)c2ccccc2)cc1[N+](=O)[O-]	·	-5%	?	-22%	?	4.3%	4%	-13%	0.1
CCOC(=O)C1(C)CCCCN1C(=O)c1ccc(N(C)C)cc1 (stereo not given)	10%	·	i	0%	4%	-0.6%	3%	·	-0.1
CCn1nnnc1SCC(=O)N1CCCc2ccccc21	9%	10%	i	5%	-1%	0.2%	2%	?	0.8
CCc1ccccc1NC(=O)CCCN1C(=O)COc2ccc(C)cc21	·	4%	·	-13%	·	4.2%	·	-11%	·
CCOc1ccccc1CN1CCNC(=O)C1CC(=O)N(C)C1CCOCC1 (stereo not given)	8%	-3%	i	5%	5%	-0.4%	0%	1%	-1.4
COc1ccc2[nH]c3c(=S)nc[nH]c3c2c1	2%	-9%	i	-4%	24%	4.1%	-5%	-2%	-2.5
COc1ccccc1C(=O)NCC1CCN(c2ccc(S(=O)(=O)N3CCOCC3)cc2)CC1	-15%	?	i	-31%	?	2.0%	6%	23µM*	1.2
CC(C)n1c(SCC(=O)Nc2nc3c(s2)CCCC3)nc2c1c(=O)n(C)c(=O)n2C	-31%	-16%	i	-3%	-15%	-0.6%	4%	23µM*	0.3
CN(CC(=O)Nc1c(Cl)cccc1Cl)C(=O)C1CC(=O)N(Cc2ccccc2)C1 (stereo not given)	·	8%	·	-12%	8%	-0.5%	3%	6%	0.0
CCCC12CN3CC(CCC)(CN(C1)C3c1c[nH]c3ccccc13)C2=O (stereo not given)	1%	2%	i	-29%	?	-0.2%	·	·	·
CCn1c(SCC(=O)N2CC(=O)Nc3ccccc32)nnc1-c1ccoc1C	-5%	-2%	i	10%	-7%	-0.9%	-10%	11%	-0.8
CCOC(=O)C1CCCN(CCC(C)c2ccccc2)C1 (stereo not given)	-2%	0%	i	9%	-10%	-0.1%	5%	10%	-0.3
Cc1nnc2n(-c3ccccc3)c(=O)c3ccccc3n12	2%	2%	i	10%	22%	-0.3%	9%	38%	-0.1
OC[C@@H]1CN(CCN2CCOCC2)C[C@H](n2cnc3c(N4CCCC4)ncnc32)O1	16%	·	i	1%	9%	-1.3%	0%	·	0.0
COc1ccc(Br)cc1CNC(=O)CCc1nc(-c2ccc(C)cc2)no1	-11%	5%	i	-3%	-3%	-0.5%	1%	·	-0.1
CN1C(=O)N(CC(=O)N2CCN(c3ccccc3F)CC2)C(=O)C12CCCCC2	-9%	0%	i	-19%	2%	-1.1%	5%	-9%	0.8
O=C(NCc1ccccc1F)C1CCN(S(=O)(=O)c2ccccc2)CC1	0%	-1%	i	3%	-10%	-0.7%	19%	-7%	-2.4
Cc1nc2c(c(C)c1CCC(=O)Nc1ccc(F)cc1)c(=O)n(C)c(=O)n2C	-5%	-4%	i	1%	-10%	0.7%	·	22%	·
O=C1c2ccccc2-c2onc3ccc(N4CCCC4)c1c23	?	-10%	24µM*	-92%	?	10%	-124%[inhibitor]	-25%	15
CCN(CC)c1ccc(S(=O)(=O)N2CCOCC2)cc1NC(=O)C1CC1	-18%	-4%	i	-3%	1%	0.3%	-4%	6%	0.4
COc1cc(OC)cc(C(=O)N2CCN(c3ccccn3)CC2)c1	-1%	4%	i	-3%	10%	0.5%	2%	-8%	1.2
CSc1ccccc1C(=O)NCCOc1cccc(C)c1	-11%	1%	i	-16%	1%	0.0%	8%	?	0.5
CCc1ccc(CNC(=O)c2ccc(CSc3nc4ccncc4n3Cc3ccc(OC)cc3)cc2)cc1	-16%	?	?	-33%	?	6.8%	·	?	·
COc1ccccc1-c1c(C)nn2c(N3CCC(C(N)=O)CC3)cc(C)nc12	-5%	0%	i	-1%	-20%	-1.0%	0%	-9%	-1.3
CCc1ccc(/C=C2\SC(=S)N(CCC(=O)NCCCN3CCOCC3)C2=O)cc1	50%[activator]	?	?	-25%	-16%	25%	1%	?	-3.5
CCOC(=O)c1ccc2ncc(C(=O)OCC)c(NCCc3ccc(OC)c(OC)c3)c2c1	·	3%	·	-5%	·	3.8%	·	-7%	·
CC(C)Nc1nc(NC(C)C)nc(N(C)C(N)=O)n1	-8%	·	i	-5%	2%	0.5%	4%	-11%	0.2
O=C(c1ccc(F)cc1)c1cn[nH]c1-c1ccccc1O	11%	-3%	i	-1%	6%	-0.4%	0%	-19%	5.7
Cc1ccc(S(=O)(=O)N2CCOCC2)cc1NC(=O)COC(=O)CCn1c(C)csc1=O	-8%	3%	i	-41%	11%	4.4%	18%	1%	-0.5
Cc1ccc(S(=O)(=O)n2nc(OC(=O)c3c(-c4ccccc4Cl)noc3C)cc2N)cc1	-6%	-6%	i	-87%	0%	13%	9%	-25%	-0.4
COc1ccc(C2OC(=O)CC2C(=O)NC(C)C)cc1 (stereo not given)	14%	10%	i	3%	-6%	0.2%	11%	·	0.0

Of the compounds above, these have a thiophene ring, fused or not.
canonical_smiles	ATXN2 expr inh	A549 tox	ATXN viability	HepG2 viability	TGFb inhibitor	Nrf2 ARE act	EPAC2 ag	Nrf2 inh	IL-2 act
S=c1[nH]nc(Cc2cccs2)n1-c1cccc2ccccc12	-2%	1%	i	-19%	?	0.4%	4%	7%	0.7
CN(C)C(=O)N1CCC(C(=O)NCc2cccs2)CC1	4%	1%	i	-6%	13%	0.4%	6%	5%	1.3
